Screening data: PubChem, several laboratories
HT1080 viability: cytotoxicity in HT1080 fibrosarcoma cells, cell-based, fluorescence readout (AID 620). HT1080 viability, fluorescence; higher % means a stronger effect. actives 0.42% (n = 87,000). cytotoxicity, % at 10 µM; hits with a dose series show EC50 in µM;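 note: cells exposed to compound overnight then 4 h with Alamar Blue; 0% = vehicle DMSO and 100% = killing control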
HPDE-C7K KRASV12: cytotoxicity in KRAS-transformed pancreatic duct cells, primary screen, cell-based, fluorescence, HTS (AID 431); one-dose cytotoxicity, % at 10 µM; EC50 in µM for titrated hits; HPDE-C7K KRASV12 cells, Alamar Blue viability, 48 h; higher % means a stronger effect; actives 1.7% (n = 63,000);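 active = compounds whose percent cytotoxicity in the single-dose primary screen, scaled between solvent and toxic-drug controls, exceeds 50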;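 note: 0% = DMSO solvent wells and 100% = doxorubicin-treated wells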
Bfl-1 inhibitors: Bfl-1 inhibitors, primary screen, biochemical, fluorescence polarization, FITC-Bid, mouse (AID 432); FITC-Bid BH3 peptide fluorescence polarization displacement; higher % means a stronger effect; displacement, % at 20 µM; hits with a dose series show IC50 in µM; actives 0.02% (n = 64,000); in the data active = a potency from the dose series; inactive = the rest, 99 in 100 with displacement below about 15%; note: strong numbers were not always called active
LYP inhibition: inhibition of human PTPN22 tyrosine phosphatase – biochemical, DiFMUP fluorescence, recombinant catalytic domain, 10 µM, primary screen (AID 606) | recombinant LYP catalytic domain, DiFMUP fluorescence; higher % means a stronger effect | inhibition, % at 10 µM; hits with a dose series show IC50 in µM | 52,000 tested, under 10 active;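 active = IC50 under 40 µM in the dose-response test; inactive = IC50 of 40 µM or more, or never dose-tested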
HPDE-C7 cytotoxicity: HPDE-C7 pancreatic duct cell viability loss – fluorescence, HTS (AID 430); actives 1.8% (n = 63,000); cytotoxicity, % at 10 µM; hits with a dose series show EC50 in µM; HPDE-C7 pancreatic duct cells viability, fluorescence; higher % means a stronger effect;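 note: cells exposed to compound for 48 hours before viability readout; 0% = vehicle and 100% = reference cytotoxic drug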
TNAP inhibition: human TNAP enzyme inhibitors, biochemical, luminescent (AID 518); purified TNAP enzyme, luminescent substrate readout; higher % means a stronger effect; inhibition, % at 20 µM, or IC50 in µM where a hit was titrated; actives 0.09% (n = 64,000); in the data active = a potency from the dose series; inactive = the rest, 99 in 100 with inhibition below about 22%;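 note: plate controls were vehicle for no effect and reference inhibitor for full effect; many of its hits are not listed in these tables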
Spn DPM-DC inh: inhibitors of Streptococcus pneumoniae diphosphomevalonate decarboxylase | purified DPM-DC, PK/LDH coupled NADH fluorescence | calls only at 10 µM | actives 0.49% (n = 65,000);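 active = the 320 compounds with the highest percent inhibition in the single-dose primary screen, excluding strongly autofluorescent ones, cut at about 32% in these data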;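 note: kinetic rate of NADH fluorescence loss reporting ADP formed by the decarboxylase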
Spn MK inh: inhibitors of Streptococcus pneumoniae mevalonate kinase | purified MK, PK/LDH-coupled NADH absorbance 340 nm | inhibition, % at 10 µM | actives 0.48% (n = 65,000);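 active = ranked among the strongest by inhibition in the single 10 µM screen, a fixed top-ranked set picked for dose follow-up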; note: no value below 0 was filed
Spn PMK inh: blocks S. pneumoniae phosphomevalonate kinase. purified PMK, PK/LDH-coupled NADH absorbance 340 nm. inhibition, % at 10 µM. actives 0.49% (n = 65,000);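 active = top-ranked compounds by inhibition in the single 10 µM screen, taking a fixed number of the strongest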;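 note: 0% = full reaction with DMSO carrier and 100% = background rate without enzyme reaction; no value below 0 was filed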
Spn PMK inh pilot replicates: further read-out of Spn PMK inh, marked with its call; inhibition, %; measured here: pilot screen replicates
Spn MK inh pilot replicates: recorded beside Spn MK inh, whose call it bears; inhibition, %; measured here: pilot screen replicates
Spn DPM-DC inh pilot screen %: also measured in Spn DPM-DC inh; calls as there; inhibition, %; measured here: pilot screen trials
* marks the source's active call; other numbers are inactive results; i = inactive; / = no result given. Cut-off read from the data, not from the text of the source, unless noted: active = cytotoxicity above about 50%; inactive = the rest.

The opening five records, ahead of the listing:
SMILES | HT1080 viability | HPDE-C7K KRASV12 | Bfl-1 inhibitors | LYP inhibition | HPDE-C7 cytotoxicity | TNAP inhibition | Spn DPM-DC inh | Spn MK inh | Spn PMK inh | others
COc1cc(OC)cc(C(=O)N2CCN(Cc3cccc(F)c3)CC2)c1 | -12.5% | 12.0% | -3.8% | / | -0.4% | 8.1% | i | 5.0 | 8.0
COc1ccc(NC(=O)C2CCCN(C(=O)NC3CCCCC3)C2)cc1OC (stereo not given) | 0.3% | 4.9% | 0.1% | -0.4% | 0.4% | 5.7% | i | 0.0 | 19.0
COc1ccc(S(=O)(=O)N2CCCC(C(=O)O)C2)cc1Cl (stereo not given) | 7.1% | 5.5% | 4.2% | -5.4% | -0.2% | 11.9% | i | 1.0 | 0.0
COc1ccc(OC)c(NC(=O)C2C3C=CC(C3)C2C(=O)NCc2ccccn2)c1 (stereo not given) | 0.1% | -9.5% | -6.4% | / | -9.5% | 4.1% | i | 12.0 | 0.0
CC(=O)Oc1ccc(C(=O)Nc2nnc(C)s2)cc1 | -6.5% | -1.2% | -2.9% | 7.0% | -3.4% | -1.5% | i | 4.0 | 6.0

All compounds of this part (from the top)
SMILES | HT1080 viability | HPDE-C7K KRASV12 | Bfl-1 inhibitors | LYP inhibition | HPDE-C7 cytotoxicity | TNAP inhibition | Spn DPM-DC inh | Spn MK inh | Spn PMK inh | others
COc1cc(OC)cc(C(=O)N2CCN(Cc3cccc(F)c3)CC2)c1 | -12.5% | 12.0% | -3.8% | / | -0.4% | 8.1% | i | 5.0 | 8.0
COc1ccc(NC(=O)C2CCCN(C(=O)NC3CCCCC3)C2)cc1OC (stereo not given) | 0.3% | 4.9% | 0.1% | -0.4% | 0.4% | 5.7% | i | 0.0 | 19.0
COc1ccc(S(=O)(=O)N2CCCC(C(=O)O)C2)cc1Cl (stereo not given) | 7.1% | 5.5% | 4.2% | -5.4% | -0.2% | 11.9% | i | 1.0 | 0.0
COc1ccc(OC)c(NC(=O)C2C3C=CC(C3)C2C(=O)NCc2ccccn2)c1 (stereo not given) | 0.1% | -9.5% | -6.4% | / | -9.5% | 4.1% | i | 12.0 | 0.0
CC(=O)Oc1ccc(C(=O)Nc2nnc(C)s2)cc1 | -6.5% | -1.2% | -2.9% | 7.0% | -3.4% | -1.5% | i | 4.0 | 6.0
CCOc1cc(-c2nc(-c3ccc(C)nc3OC)no2)cc(OCC)c1OCC | 4.3% | -15.0% | -11.8% | 6.9% | -0.4% | 6.7% | i | 3.0 | 1.0
COc1ccc(C(=O)Nc2cccc(C)c2)cc1 | 10.1% | 5.8% | 0.2% | 5.6% | 1.9% | 7.4% | i | 0.0 | 0.0
O=C(CN1CCOc2ccccc21)N1CCN(c2cccc(Cl)c2)CC1 | -0.7% | -10.1% | -2.2% | 15.1% | -10.7% | 16.7% | i | 1.0 | 10.0
CC(=O)Nc1cc(-c2nn3c(C)nnc3s2)ccc1C | 2.1% | 6.7% | -0.1% | 10.9% | -7.2% | 9.6% | i | 9.0 | 6.0
CCOC(=O)C1=C(C)NC(=O)NC1c1ccc(Cl)cc1Cl (stereo not given) | -7.3% | 0.3% | -1.3% | -10.7% | 2.0% | 12.9% | i | 2.0 | 4.0
Cc1csc(NC(=O)CSc2nnc(-c3ccoc3C)o2)n1 | 5.8% | -17.3% | -6.9% | -3.6% | -25.4% | 11.7% | i | 0.0 | 7.0
COc1ccc(-n2c(Cc3cccn3C)nnc2SCC(=O)Nc2cccc(NC(C)=O)c2)cc1 | -0.5% | 35.9% | -2.7% | 2.4% | 4.8% | 5.8% | i | 8.0 | 2.0
COC(=O)c1cccc(NC(=O)C2COc3ccccc3O2)c1 (stereo not given) | 7.5% | -26.2% | -7.8% | 5.3% | -23.5% | 8.7% | i | 8.0 | 2.0
Cc1cc(Br)ccc1OCC(=O)N(Cc1nc(-c2ccccc2)no1)C(C)C | 0.3% | 25.0% | -0.2% | -0.1% | 20.6% | 9.9% | i | 9.0 | 9.0
Cc1ccc(S(=O)(=O)Cn2nnnc2C(C(C)C)N2CCSCC2)cc1 (stereo not given) | 1.8% | 3.0% | -4.1% | / | -3.3% | 9.3% | i | 0.0 | 5.0
CCC1CCCCN1CC(=O)Nc1cc(C)nn1-c1nc(C)cc(C)n1 (stereo not given) | -0.8% | 4.1% | -2.9% | -5.6% | 16.1% | 4.6% | i | 13.0 | 16.0
O=C(NCc1cccnc1)c1ccc(S(=O)(=O)N2CCOCC2)cc1 | 3.2% | 7.0% | -7.5% | -3.4% | 1.7% | 3.9% | i | 0.0 | 12.0
Cc1ccccc1OCC(=O)NCCC(=O)O | 0.0% | -5.7% | 1.2% | -2.5% | -3.4% | 10.3% | i | 12.0 | 7.0
CCOC(=O)CCC(NC(=O)c1ccc(NCN2C(=O)CCC2=O)cc1)C(=O)OCC (stereo not given) | 1.8% | -6.5% | -1.9% | -3.5% | -2.2% | 2.7% | i | 6.0 | 7.0
O=C(O)CSc1nc(-c2ccccc2)nc2c1oc1ccccc12 | -12.7% | 8.0% | 3.8% | 2.0% | 0.6% | 9.1% | i | 4.0 | 0.0
Cc1ccc2cc(C(c3nnnn3C3CCCC3)N(Cc3ccccc3)Cc3ccco3)c(=O)[nH]c2c1 (stereo not given) | -6.6% | -15.1% | -6.4% | / | -18.2% | 12.6% | i | 0.0 | 14.0
COc1cc(OC)c(C(=O)Oc2ccc3c(c2)OCO3)cc1OC | 0.4% | 13.6% | 3.3% | 18.4% | 8.3% | 2.9% | i | 4.0 | 22.0
O=C(CCCc1nc(-c2ccccc2)no1)NCc1cccnc1 | -6.7% | 18.7% | -2.3% | -15.2% | 8.6% | 7.1% | i | 7.0 | 10.0
Cc1ccc(NC(=O)c2cc(-c3ccc(C)o3)nc3ccccc23)nc1 | -6.2% | 8.7% | 10.0% | / | 1.8% | 2.8% | / | 8.0 | 6.0 | Spn PMK inh pilot replicates=3.0;Spn MK inh pilot replicates=6.0
Cc1cc(C)n(CC(O)CN2C(=O)NC(C)(C)C2=O)n1 (stereo not given) | 0.0% | -25.6% | -1.4% | 6.0% | -18.3% | -0.4% | i | 4.0 | 3.0
O=C(O)CCC(=O)N1CCOc2ccc(Cl)cc21 | 8.8% | -14.3% | -5.8% | 9.4% | 0.4% | -6.5% | i | 13.0 | 13.0
CCOC(=O)c1nnn(-c2nonc2-n2cccc2)c1CN1CCCCC1 | -4.8% | -6.6% | -5.2% | -2.2% | 3.3% | 8.7% | i | 9.0 | 12.0
O=C(c1cccs1)N1CCC(c2nc3ccccc3s2)CC1 | -3.9% | 3.3% | -9.2% | 2.8% | -3.6% | 6.0% | i | 0.0 | 9.0
CCCCCn1c(N2CCN(Cc3ccccc3)CC2)nc2c1c(=O)[nH]c(=O)n2C | 1.8% | 21.7% | -0.2% | 14.5% | 12.2% | 15.0% | i | 8.0 | 9.0 | Spn PMK inh pilot replicates=0.0;Spn MK inh pilot replicates=0.0;Spn DPM-DC inh pilot screen %=1.0
O=C1CCc2cc(S(=O)(=O)NCCC(=O)NC3CCN(Cc4ccccc4)CC3)ccc2N1 | 2.3% | / | 3.3% | 3.6% | / | 6.1% | i | 0.0 | 10.0
CCCc1nnc2n1N=C(c1ccc(OC)c(OC)c1)CS2 | 2.4% | 5.4% | 6.5% | 5.6% | -1.0% | 21.2% | i | 9.0 | 9.0 | Spn PMK inh pilot replicates=0.0;Spn MK inh pilot replicates=3.0;Spn DPM-DC inh pilot screen %=0.0
O=C(CSc1nnc(-c2ccccn2)n1Cc1ccco1)c1ccccc1 | 1.2% | / | 4.3% | -1.8% | / | 12.2% | i | 11.0 | 14.0
CC(=O)N1SC(N)=NC1c1ccccc1 (stereo not given) | -10.3% | 1.2% | -6.0% | 16.3% | 18.8% | 17.9% | i | 10.0 | 12.0
CCc1ccc(CC)c(S(=O)(=O)Nc2ccc(C(=O)O)c(O)c2)c1 | 0.5% | 38.0% | 7.7% | 3.2% | 34.8% | 0.3% | i | 12.0 | 8.0
Cc1nc2ccccc2nc1OCC(=O)NCc1ccc2c(c1)OCO2 | -1.8% | 3.4% | -2.6% | 7.2% | 0.1% | 2.5% | i | 0.0 | 4.0
O=C(CSc1nnc(COc2ccc(Cl)cc2)n1Cc1ccco1)c1ccccc1F | 6.6% | -7.1% | 6.6% | / | -0.1% | -7.0% | i | 0.0 | 16.0
CCn1nnc(NC(=O)COc2cc(C)ccc2C(C)C)n1 | 2.7% | 1.6% | 1.5% | -2.5% | 2.2% | 8.8% | i | 8.0 | 0.0
C=CCn1c(CCC(=O)O)ccc1-c1ccccc1 | 5.0% | -16.9% | 20.3% | 7.3% | -13.0% | 3.0% | i | 14.0 | 8.0
CC(C)c1ccc2oc(-c3cc(N)ccc3O)nc2c1 | -0.9% | 51.5%* | -3.2% | -0.4% | 44.2% | 2.3% | i | 0.0 | 0.0
NC(=O)C1CCN(C(=O)c2cc(S(=O)(=O)N3CCOCC3)c(Cl)cc2Cl)CC1 | -1.9% | 8.1% | 4.5% | -11.4% | -0.3% | 3.7% | i | 1.0 | 10.0
Nc1c(S(=O)(=O)c2ccccc2)nnn1-c1ccccc1 | -1.6% | -7.6% | -6.1% | / | -23.6% | 6.6% | i | 3.0 | 6.0
CC1(C)C2CCC1(CS(=O)(=O)N1CCCc3ccccc31)C(=O)C2 (stereo not given) | 7.6% | 21.3% | -5.1% | 4.4% | 10.5% | 4.5% | i | 7.0 | 8.0
O=C(Nc1n[nH]c(C2CCCCC2)n1)C1CCCCC1 | 10.1% | -22.7% | -6.7% | 5.7% | -48.9% | / | i | 2.0 | 1.0
CCOc1cc2[nH]c(=O)n(CCC(=O)NCCc3ccc(OC)c(OC)c3)c(=O)c2cc1OCC | -7.1% | -14.1% | 3.7% | 8.3% | -22.8% | 7.3% | i | 4.0 | 12.0 | Spn PMK inh pilot replicates=1.0;Spn MK inh pilot replicates=1.0;Spn DPM-DC inh pilot screen %=2.0
CC(=O)c1cccc(NC(=O)C2CCCN(S(=O)(=O)c3ccccc3)C2)c1 (stereo not given) | 3.2% | -9.5% | 0.3% | 6.5% | 1.7% | 3.0% | i | 3.0 | 11.0
O=C(CSc1nnc(SCc2ccc(Cl)cc2)s1)N1CCOCC1 | -6.5% | -5.8% | -2.6% | 16.1% | 3.7% | 7.7% | i | 0.0 | 12.0
COc1ncnc2sc(-c3ccccc3)cc12 | -5.6% | -2.7% | -4.5% | 1.9% | 0.0% | 10.1% | i | 0.0 | 8.0
CCCc1cc(C(N)=O)c(NC(C)=O)s1 | 8.6% | -9.6% | 1.1% | 8.0% | -18.7% | 10.9% | i | 11.0 | 9.0
C=CCc1ccccc1OCC(O)CN1CCN(c2ccccc2F)CC1 (stereo not given) | -3.7% | 6.2% | -9.9% | 12.5% | 9.4% | 5.0% | i | 9.0 | 9.0
